GPR35 arrestin U2OS: GPR35 antagonists blocking zaprinast-driven arrestin recruitment, primary screen, imaging, U2OS, beta-arrestin-GFP, zaprinast agonist (AID 2058). hit rate 0.052% among 290,000. U2OS GPR35 beta-arrestin-GFP translocation imaging, zaprinast antagonism; higher % means a stronger effect. inhibition, % at 10 µM, or IC50 in µM where a hit was titrated;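 active = inhibition of at least 50% with at least 30 cells and total cytoplasm GFP at most 10,000,000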
NOD1 NF-kB reporter: inhibition of NOD1-driven NF-kB reporter – cell-based, luminescence, uHTS, primary screen (AID 1578); inhibition, % at 4 µM; hits with a dose series show EC50 in µM; hit rate 1% among 290,000; NOD1-driven NF-kB luciferase reporter cells, luminescence; higher % means a stronger effect; in the data active = inhibition mostly above about 36%, no sharp cut-off; inactive = mostly below about 34%;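 note: HEK-293T reporter cells stimulated with the NOD1 agonist gamma-tri-DAP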
GPR55 antagonists: GPR55 antagonists blocking LPI-driven arrestin recruitment, primary screen, imaging, U2OS, beta-arrestin-GFP, LPI agonist (AID 2013); U2OS GPR55 beta-arrestin-GFP translocation imaging, LPI antagonism; higher % means a stronger effect; one-dose inhibition, % at 10 µM; IC50 in µM for titrated hits; hit rate 0.13% among 290,000;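 active = spots per cell inhibited over 60%, with over 100 cells counted and total cytoplasm intensity under 500,000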;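 note: U2OS cells stably carrying GPR55 and arrestin-GFP stimulated by 5 µM LPI near EC80; imaged beta-arrestin-GFP aggregate spots per cell after agonist stimulation; plate controls were LPI-stimulated DMSO wells for no effect and DMSO wells without LPI for full effect; some results filed as inactive read as strong as hits; confirmed hits need IC50 under 10 µM and bright autofluorescent wells are also inconclusive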
Siah-1 displacement: Siah-1 peptide-binding antagonists, primary screen, biochemical, fluorescence polarization, rhodamine-plectin, uHTS (AID 1817); displacement, % at 20 µM, or IC50 in µM where a hit was titrated; hit rate 0.02% among 290,000; Siah-1 / rhodamine-plectin peptide fluorescence polarization; higher % means a stronger effect;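 active = displacement of at least 50% at 20 µM, with a fluorescence ratio check between 0.3 and a set limit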;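 note: plate controls were Siah plus tracer with DMSO for no effect and tracer alone without Siah for full effect; strong numbers were not always called active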
KOR beta-arrestin-1: KOR antagonists, beta-arrestin recruitment, cell-based, luminescence, uHTS (AID 1778); KOR beta-arrestin recruitment, luminescence, antagonist mode; higher % means a stronger effect; one-dose inhibition, % at 10 µM; IC50 in µM for titrated hits; hit rate 0.091% among 290,000; in the data active = inhibition above about 50%; note: strong numbers were not always called active
GPR55 beta-arrestin: GPR55 agonists via beta-arrestin recruitment, primary screen, imaging, U2OS cells, beta-arrestin-GFP redistribution (AID 1961); U2OS GPR55 beta-arrestin-GFP redistribution imaging; higher % means a stronger effect; activation, % at 10 µM, or EC50 in µM where a hit was titrated; hit rate 0.048% among 290,000;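 active = activation above 40% with more than 50 cells counted in the well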;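 note: U2OS osteosarcoma cells stably expressing GPR55 and beta-arrestin-GFP; plate controls were DMSO negative control for no effect and LPI positive control for full effect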
AID2073: disruptors of CaV2.2 binding to Mint1 – biochemical, HTRF (AID 2073); HTRF protein-protein interaction, Mint1-CaV2.2; higher % means a stronger effect; inhibition, % at 20 µM; hits with a dose series show IC50 in µM; hit rate 0.19% among 290,000; in the data active = inhibition mostly above about 51%, no sharp cut-off; note: some results filed as inactive read as strong as hits
KOR beta-arrestin-2: kappa opioid receptor activators – cell-based, luminescence, uHTS, primary screen (AID 1777); activation, % at 10 µM; hits with a dose series show EC50 in µM; hit rate 0.02% among 280,000; KOR beta-arrestin recruitment, luminescence; higher % means a stronger effect; in the data active = activation above about 50%, passing the limit was not always enough; note: a part of the inactive calls stands beside numbers as strong as those of hits
HIV peptide binding: inhibitors of HIV fusion peptide binding, primary screen, biochemical, uHTS, fluorescence dequenching (AID 1986) | cell-free peptide binding, fluorescence dequenching, 30 min; higher % means a stronger effect | one-dose inhibition, % at 20 µM; IC50 in µM for titrated hits | hit rate 0.3% among 290,000; in the data active = inhibition mostly above about 52%, no sharp cut-off; inactive = mostly below about 76%; note: some results filed as inactive read as strong as hits
Numbers without * were called inactive; . = no result given; [ ] = another dose, or the depositor's remark.

Results follow in this order: GPR35 arrestin U2OS	NOD1 NF-kB reporter	GPR55 antagonists	Siah-1 displacement	KOR beta-arrestin-1	GPR55 beta-arrestin	AID2073	KOR beta-arrestin-2	HIV peptide binding
COc1ccc(C)c2sc(N(CCN(C)C)C(=O)/C=C/c3cccs3)nc12
 : 2%	-8%	8%	1%	-52%	-0.2%	6%	5.1%	2.8%
O=C(O)C1OC(C(=O)O)C2C1C(F)(F)C2(F)F (configuration not stated)
 : -10%	-3%	-4%	3%	12%	-0.3%	-9%	-4.6%	1.8%
Cn1c(=O)c2ncn(CC(=O)NCCOc3ccc(C(C)(C)C)cc3)c2n(C)c1=O
 : 13%	-17%	7%	0%	.	-0.2%	0%	.	-2.7%
COc1cccc(C(=O)Nc2cnn(C(C)C)c2)c1
 : -9%	-33%	8%	20%	12%	-0.2%	-10%	-2.0%	0.0%
NC(=O)C1CCCN(C(=O)c2ccc(Cl)cc2)C1 (configuration not stated)
 : -15%	5%	-8%	-1%	9%	0.2%	12%	1.9%	0.6%
CC1=NN(C(C#N)c2ccc([N+](=O)[O-])cc2)C(C)(C)C1 (configuration not stated)
 : 12%	2%	12%	-4%	32%	-0.1%	-4%	-1.3%	-2.1%
CC1(C)CC(=O)c2c(n(-c3cccc4ccccc34)ccc2=O)C1
 : -10%	-2%	9%	0%	13%	0.2%	4%	-3.3%	3.3%
Nn1c(COc2ccccc2)nc2ccccc2c1=O
 : 0%	-44%	-8%	6%	-22%	0.3%	10%	-2.4%	-1.7%
CC(=O)c1ccc(N2C(=NC(=O)C3CCCO3)SC3CS(=O)(=O)CC32)cc1 (configuration not stated)
 : -17%	-29%	-10%	41%	-7%	0.6%	-2%	-6.2%	-1.0%
Cc1cc(-c2n[nH]c(=S)n2CC(C)C)cs1
 : -9%	-35%	9%	1%	11%	0.0%	-16%	4.0%	-0.7%
Nc1c(C(=O)O)sc2nc(-c3ccccc3)cc(-c3ccc(F)cc3)c12
 : -11%	-11%	6%	8%	3%	2.8%	9%	2.8%	16%
CCCCNC(=O)CC1N=C2c3ccccc3N=C(SCC(=O)Nc3ccc(OC)cc3)N2C1=O (configuration not stated)
 : -7%	2%	-2%	-2%	3%	-0.1%	1%	-1.2%	5.7%
COc1ccc(OC)c(S(=O)(=O)Nc2cc(OC)c(Cl)cc2OC)c1
 : 16%	-18%	14%	3%	28%	0.2%	-3%	8.4%	-0.1%
CC(C)Cn1c(N)c(C(=O)COC(=O)c2ccc(O)cc2)c(=O)n(C)c1=O
 : 5%	-1%	10%	-3%	-6%	1.0%	-7%	0.6%	-1.7%
CC(=O)Nc1nonc1-c1nc2ccccc2n1C
 : 2%	23%	-7%	1%	10%	-0.1%	5%	-1.0%	2.3%
COc1cccc(CC(NC(C)=O)C(=O)NC2CCN(S(=O)(=O)c3ccc4ccccc4c3)CC2)c1 (configuration not stated)
 : 3%	-6%	2%	-2%	-12%	-0.2%	-2%	-6.9%	1.9%
O=C(/C=C/C(=O)NCc1cccs1)NCc1cccs1
 : -6%	-14%	9%	1%	19%	-0.1%	14%	-1.5%	0.0%
CC(=O)Nc1ccc(NC(=O)c2cccc(Oc3ccccc3)c2)cc1
 : 8%	-31%	6%	8%	-51%	0.0%	-1%	-0.3%	-0.3%
C=CCNCCCCOc1ccc(C)cc1[N+](=O)[O-]
 : 3%	-10%	37%	4%	4%	-0.2%	1%	-1.4%	0.0%
O=C(O)C1CCN(S(=O)(=O)c2cccc3cccnc23)CC1
 : 14%	17%	-7%	-2%	2%	0.3%	4%	0.1%	2.0%

Continued:
Results follow in this order: GPR35 arrestin U2OS	NOD1 NF-kB reporter	GPR55 antagonists	Siah-1 displacement	KOR beta-arrestin-1	GPR55 beta-arrestin	AID2073	KOR beta-arrestin-2	HIV peptide binding
COc1ccc(C2CC(c3cccc(Cl)c3)n3nc(N)nc3N2)cc1 (configuration not stated)
 : 8%	-15%	-2%	8%	-22%	-0.3%	3%	-2.9%	-2.2%
Cc1cccc(Nc2nc(-c3ccc(F)cc3)cs2)n1
 : -1%	-27%	16%	-3%	-14%	0.3%	-5%	6.7%	0.0%
O=C(/C=C/c1ccco1)N(Cc1cccc(Cl)c1)C1CCS(=O)(=O)C1 (configuration not stated)
 : 19%	-4%	0%	4%	20%	-0.1%	0%	.	6.9%
COc1ccc(N2CCN(C(=O)CCNS(=O)(=O)c3cc(Br)cnc3N)CC2)cc1
 : 9%	31%	4%	-6%	-19%	-0.1%	1%	4.0%	-2.7%
CC(C)C[C@@H](COc1ccccc1)N1CCN(CC(C)C)CCC1=O
 : 8%	17%	6%	-1%	-11%[20 µM]	11%	26%	4.2%	-0.2%
CCCc1ccc2oc(C(=O)N(C)Cc3nccs3)c(C)c2c1
 : 7%	-6%	20%	-1%	15%	0.3%	11%	-3.5%	-0.6%
CCn1cc(SCC(=O)Nc2cc(C)on2)c2ccccc21
 : 10%	-13%	-4%	-3%	-33%	0.5%	4%	0.2%	-0.1%
CCCNC(=O)c1cc(C)no1
 : 29%	17%	-1%	-5%	.	0.0%	13%	-6.2%	-0.5%
CC(C)=CCN1CCN(Cc2ccc(C#CC(C)(C)O)cc2)CC1CCO (configuration not stated)
 : 0%	-12%	11%	4%	-23%	0.3%	15%	2.2%	2.0%
CC(=O)c1ccc(OCCN2CCOCC2)cc1
 : 1%	-7%	-7%	6%	-30%	0.1%	2%	-6.8%	-2.3%
CSc1ccccc1NC(=O)Cn1nnc(-c2ccc(S(C)(=O)=O)cc2)n1
 : -3%	-32%	-7%	0%	-50%	0.2%	27%	-3.4%	-1.1%
COCCCNC(=O)c1ccc(S(=O)(=O)c2ccc(Cl)cc2)c(NC(C)=O)c1
 : 8%	-5%	11%	3%	13%	0.0%	0%	0.2%	0.3%
CCOc1nc(OCC)nc(N2CCC(C)CC2)n1
 : 3%	-12%	6%	-1%	-35%	-0.1%	0%	-4.9%	-0.2%
CC[n+]1c(C)n(-c2ccccc2)c2ccc(NC(C)=O)cc21
 : -2%	29%	13%	-4%	25%	-0.5%	29%	-0.4%	-0.2%
CCOC(=O)N1CCC(NC(=O)c2ccc(CS(=O)c3ccc(Cl)cc3)o2)CC1 (configuration not stated)
 : 7%	-9%	-5%	2%	-40%	-0.2%	12%	1.0%	-0.2%
C/C(=N\NC(=O)c1cc(-c2ccc(O)cc2)nc2ccccc12)c1cccnc1
 : -7%	-58%	5%	2%	20%	-0.1%	15%	-5.7%	-2.7%
CC(NC(=O)C1CCC(CNS(=O)(=O)c2ccc3c(c2)C(C)(C)C(=O)N3C)CC1)c1ccccc1 (configuration not stated)
 : -10%	-20%	-16%	5%	-5%[20 µM]	-0.1%	3%	3.2%	0.4%
N#Cc1ccsc1NC(=O)CN1CCCCC1
 : -5%	6%	-17%	1%	-29%	-0.1%	-6%	-8.0%	-1.2%
Cn1cc(CN2CCC(O)CC2)c(-c2ccc(Oc3ccccc3)cc2)n1
 : 4%	-39%	6%	6%	19%	-0.3%	-2%	-5.7%	0.3%
N=c1c2c(n(Cc3ccc(F)cc3)c3c1CCC3)CCC2
 : 0%	44%	14%	-1%	22%	-0.3%	-4%	16%	31%

(cont.)
Results follow in this order: GPR35 arrestin U2OS	NOD1 NF-kB reporter	GPR55 antagonists	Siah-1 displacement	KOR beta-arrestin-1	GPR55 beta-arrestin	AID2073	KOR beta-arrestin-2	HIV peptide binding
COCCCNc1nc2ccccc2nc1NS(=O)(=O)c1ccc(OC)cc1
 : -1%	-3%	5%	4%	-17%	0.2%	1%	-1.5%	0.7%
CCCCc1cc(=O)oc2cc(O)cc(O)c12
 : -5%	.	-14%	0%	-12%	-0.2%	47%	-3.8%	-0.9%
O=C(Cn1ncc2c1-c1ccccc1OC2)N1CCN(Cc2ccccc2)CC1
 : 4%	-4%	12%	2%	38%	-0.1%	7%	0.9%	0.6%
NC(=O)COC(=O)c1ccccc1OCc1ccc(Cl)cc1
 : 8%	-32%	8%	0%	16%	-0.3%	-1%	-2.1%	-0.8%
Cc1ccc(C)c(Cn2nnc3c(=O)[nH]c(C4CCCN(C(=O)c5ccco5)C4)nc32)c1 (configuration not stated)
 : -6%	-10%	8%	4%	0%	-0.2%	0%	-2.6%	-1.5%
Cc1noc(C)c1S(=O)(=O)Nc1cccc(C(F)(F)F)c1
 : 3%	2%	4%	1%	-13%	-0.1%	2%	1.7%	5.9%
Nn1c(SCC(=O)Nc2ccc3c(c2)OCO3)nnc1-c1ccncc1
 : -7%	-12%	7%	1%	-30%	0.2%	-4%	6.2%	1.2%
O=C1CCCN1c1ccc(S(=O)(=O)N2CCCCC2)cc1
 : 1%	-4%	-1%	-1%	1%	0.0%	2%	-0.4%	1.3%
CN(C)c1c(F)cc(C(=O)NCc2ccccc2)cc1F
 : -2%	-3%	21%	-1%	7%	1.1%	6%	-2.1%	-0.8%
COc1ccc(Cc2nnc(NS(=O)(=O)c3ccc(NC(C)=O)cc3)s2)cc1
 : 0%	20%	2%	5%	-3%	-0.2%	5%	1.1%	5.3%
CCn1c(COc2ccc3c(c2)OCO3)nnc1SCC(=O)c1ccc(Cl)cc1
 : -22%	-22%	21%	4%	-9%	0.2%	-15%	0.3%	-1.4%
Cc1ccc(-n2c(C)cc(/C=N\NC(=O)CC(=O)NC(C)C)c2C)cc1
 : 4%	-15%	6%	0%	11%	-0.3%	2%	3.9%	-1.6%
O=C(O)c1cc([N+](=O)[O-])c(NCCC2=CCCCC2)c([N+](=O)[O-])c1
 : 17%	-3%	19%	-8%	-1%	0.1%	4%	-5.0%	22%
CC(=O)Nc1ccc(S(=O)(=O)NCC(CCC(=O)O)C(F)(F)F)cc1 (configuration not stated)
 : 0%	-31%	5%	8%	5%	0.3%	6%	1.3%	1.4%
CC1CCCN(C2=NC(=O)/C(=C/c3cn(-c4ccccc4)nc3-c3cccc(S(=O)(=O)N(C)C)c3)S2)C1 (configuration not stated)
 : -7%	-27%	11%	4%	1%	0.6%	28%	0.5%	2.6%
C=CCSc1nc(N)c(C(=O)Nc2ccccc2)cc1C#N
 : 8%	-6%	1%	-2%	-25%	-0.1%	18%	1.9%	0.5%
CC(OC(=O)C1CC1)C(=O)Nc1ccc([N+](=O)[O-])cc1Cl (configuration not stated)
 : 11%	-12%	-12%	3%	-6%	0.1%	-10%	0.8%	-0.3%
Nc1nc(COc2ccc(F)cc2)nc(N2CCCCC2)n1
 : -3%	-32%	-6%	0%	-4%	-0.5%	3%	-4.3%	0.3%
O=C(OCc1cc(Cl)ccc1OC(F)F)c1cncc(Br)c1
 : -6%	-27%	5%	-2%	7%	-0.2%	8%	-3.0%	2.3%
COc1cccc(-c2nnc(SCCOc3ccc4c(C)cc(=O)oc4c3)o2)c1
 : -4%	-10%	5%	0%	-14%	0.3%	3%	5.9%	-0.1%

Only part of the results is shown; count on the stated rates, not on these rows.
